# Source: PubChem (NCI)
# NCI-60 one-dose screen, 48 h, at 10 µM unless noted. Numbers give growth in % (100 = growth as untreated, 0 = no growth, -100 = all killed).
# UACC-62: UACC-62 melanoma; 81,000 compounds, 5.4% hits; AID 1794756
# LOX IMVI: LOX IMVI melanoma; 79,000 compounds, 7.4% hits; AID 1794757
# BT-549: BT-549 breast cancer | 78,000 compounds, 4.4% hits
# T-47D: T-47D breast cancer. 79,000 compounds, 5% hits. AID 1794792
# UACC-257: UACC-257 melanoma. 78,000 compounds, 4.4% hits
# HS 578T: HS 578T breast cancer | 78,000 compounds, 4.1% hits
# MALME-3M: MALME-3M melanoma | 78,000 compounds, 5.8% hits | AID 1794766
# SK-MEL-2: SK-MEL-2 melanoma; 77,000 compounds, 4.7% hits
# * marks the source's active call; other numbers are inactive results; . = no result given; & = joins results of further samples; [ ] = another dose, or the depositor's remark. The calls were made as follows: active = growth percent below 10; inactive = the rest. Not a hit list; any-hit rate near 11%.
SMILES,UACC-62,LOX IMVI,BT-549,T-47D,UACC-257,HS 578T,MALME-3M,SK-MEL-2
CSc1ccc(C(=NNS(=O)(=O)c2ccc(C)cc2)c2ccc(Cl)cc2)cc1,90,106,118,90,100,101,90,96
COc1ccc2c(c1)OC1=C(C(=O)OC1)C2c1cc(OC)c2c(c1)OCCO2 (configuration not stated),36,21,25,60,61,30,63,41
O=C(Nc1ccc2c(c1)OCO2)C(=O)c1c[nH]c2ccc(F)cc12,10,50,.,.,81,100,111,63
COc1cc(C2OC3=C(CCCC3)C3(C#N)C(=O)NC(=N)C23C#N)ccc1O (configuration not stated),100,99,104,109,104,98,102,99
CNC(=O)c1cc(Oc2ccc3c(c2)sc2nc(-c4ccc(Br)cc4)cn23)ccn1,63,44,64,45,78,88,49,89
Cc1cc([N+](=O)[O-])ccc1NC(=O)OC(C)C,101,.,115,99,107,112,108,.
COc1cccc2c1CN(C(=O)c1ccc(O)c(C(=O)N3Cc4ccc(OCCC[P+](c5ccccc5)(c5ccccc5)c5ccccc5)cc4C3)c1)C2,44,43,66,38,45,49,71,61
COc1ccc(/C(C#N)=C/c2ccc(NC(C)=O)cc2)cc1,101,97,81,107,108,128,100,118
CCCCn1c(=O)c(-c2cc(-c3ccc(Cl)cc3)nc(-c3ccc(Cl)cc3)c2)cc2cc(C)ccc21,90,98,103,96,100,99,105,118
CC(C)=CCC[C@](C)(O)[C@H]1CC[C@]2(C)[C@@H]1CC[C@@H]1[C@@]3(C)C/C(=C/c4ccccn4)C(=O)C(C)(C)[C@@H]3CC[C@]12C,68,.,87,18,80,100,85,95
CCSC(=O)c1ccc([N+](=O)[O-])o1,104,96,101,88,.,106,96,98
NNC(=O)CSc1nc2sc3c(c2c(=O)n1-c1ccc(Cl)cc1)CCCC3,97,81,106,102,122,112,101,118
COC(=O)C1NC(=S)N(c2ccccc2C)C1/C=C/c1ccccc1 (configuration not stated),100,93,99,100,104,95,105,110
Cc1cccc(-c2cn3ccnc3c(-c3ccc4ncn(Cc5ccccc5)c4c3)n2)c1,98,85,101,14,120,92,125,94
O=C(C[C@]1(O)C(=O)Nc2ccc(Br)cc21)c1ccc[nH]1,98,93,107,101,112,99,89,104
COc1ccc(C(=O)c2cc(OC)c(OC)c(OC)c2OC)cc1O,40,39,40,45,80,16,23,.
CCN(CC)CCC(CNc1c(C)cnc2cc(Cl)ccc12)c1ccc(Cl)c(Cl)c1 (configuration not stated),-49*,38,75,65,-50*,72,-52*,107
CCOc1ccc2nc(NC(=O)Nc3cccc(Cl)c3)sc2c1,78,.,114,94,92,97,87,115
CN(CC#N)C(=O)C(=O)c1c[nH]c2ccccc12,98,107,107,98,117,96,100,118
Nc1nonc1-c1nc2c(Cl)cccc2[nH]1,106,123,78,86,112,89,106,110
NC(=O)Oc1ccc(Cc2ccccc2)cc1,98,94,72,96,103,129,111,108
COc1ccc2nc3cc(Cl)ccc3c(Nc3ccc(O)c(CN4CCCC4)c3)c2c1,52,-69*,79,36,-81*,.,-87*,-58*
Cc1nc2cc(NC(=O)CN3CCN(CCN4C(=O)c5cccc6cccc(c56)C4=O)CC3)ccc2s1,62,40,70,51,77,69,71,73
Cc1cc(C)n(Cc2cccc(Cn3c(C)cc(C)c(C#N)c3=O)n2)c(=O)c1C#N,102,104,106,104,107,103,108,118
CSC1=C(N)C(=O)c2[nH]cc(CO)c2C1=N,-83*,-85*,-93*,-44*,.,5.0*,-96*,-52*
C#Cc1cccc(NC(=O)c2ccccc2NC(=O)CCl)c1,85[8.25 µM],91[8.25 µM],62[8.25 µM],78[8.25 µM],98[8.25 µM],69[8.25 µM],105[8.25 µM],90[8.25 µM]
Cc1ccc(NS(=O)(=O)c2ccc(-c3cnc(C4CC4)o3)cc2)cc1,27,39,40,.,55,-2.9*,48,24
CCCSc1nc(Oc2ccc(/C=C3/SC(=O)NC3=O)cc2)c(C#N)c(-c2ccc(OC)cc2)n1,84,89,94,95,95,106,97,99
O=C(CNc1c(Cl)cccc1Cl)Nc1ccc(-c2nc3ccccc3s2)cc1,35,-49*,22,-19*,96,87,-50*,85
CN1C(=O)/C(=C/c2ccc(C(=O)Nc3nccs3)cc2)SC1=S,89,89,94,96,97,99,91,101
CCCC(=O)Nn1c(N)cc2cc(Br)ccc2c1=O,97,101,129,106,105,106,95,108
NNCCc1ccc(NC(=O)CCCc2ccc(/C=C/C(=O)NO)cc2)cc1,43,44,45,-5.4*,52,21,39,52
COC(=O)c1ccc2c(c1)c1c(C)c3ccncc3c(C)c1n2C,3.0*,4.8*,43,30,1.5*,36,5.4*,14
C=CCc1c(O)c(C(=O)/C=C/c2ccccc2)c(OC)c2ccoc12,41,35,34,41,41,66,79,12
CCC(=O)Oc1ccc(/C(=C(\C)c2ccccc2)c2ccc(OCCCN(C)C)cc2)cc1,102,92,105,58,102,95,97,94
O=C1CC(N2C(=O)/C(=C/C=C/c3ccccc3)SC2=S)C(=O)N1c1ccc(Br)cc1 (configuration not stated),93,37,114,102,113,107,96,114
O=[N+]([O-])c1ccc(C(n2nnc3ccccc32)n2nnc3ccccc32)c2cccnc12,89,100,85,82,.,94,106,108
CC(CCN1CCN(CCC(C)CC(C)(C)C)S1(=O)=O)CC(C)(C)C (configuration not stated),109,91,116,.,99,107,102,115
N#CCC(=O)Nc1nc2ccccc2[nH]c1=O,94,96,89,98,99,97,94,96
COc1ccccc1[C@H]1C(C(=O)c2ccc(O)cc2)C2(N[C@@H]1c1ccccc1)C(=O)Nc1ccc(Br)cc12 (some centres not stated),38,-39*,54,46,56,36,66,32
CCC/C=C/C=N/N1C(=S)N(CC)[C@]23OC(N)=C(C#N)[C@]12C(=O)c1ccccc13,94,96,97,79,102,102,94,108
C1=Nc2c(c(-c3ccccc3)c(-c3ccccc3)n2C2CCCCC2)C2=NCCN12,81,97,113,93,114,99,109,102
CNC(=O)c1ccnc(Cn2nc(C)c(NC(=O)c3ccc(COc4ccc(C(F)(F)F)cc4C)cc3)c2C)c1,88,88,69,62,68,86,93,81
O=C1NN=C(c2ccccc2)C1Cc1ccccc1 (configuration not stated),99,102,106,111,111,109,.,100
O=C(/C=C/c1ccccc1O)c1cc2ccccc2oc1=O,94,99,93,92,106,103,102,103
OCC1OC(O)CC(O)C1O (configuration not stated),104,117,103,120,108,104,137,107
O=c1oc2c(cnc3ccccc32)cc1-c1cccs1,101,106,97,96,108,99,103,108
O=C(NCCn1cc(C(O)c2cn(Cc3ccccc3)c3ccccc23)nn1)c1ccc(Cl)cc1 (configuration not stated),91,94,91,81,101,94,95,93
CN(c1ccccc1)S(=O)(=O)CS(=O)(=O)N(C)c1ccccc1,100,99,104,111,109,103,.,103
NC(C(=O)O)(c1ccccc1)c1ccccc1,104,102,111,112,105,96,108,109

# Full records, looked up by structure.
# CN(c1ccccc1)S(=O)(=O)CS(=O)(=O)N(C)c1ccccc1 as listed: UACC-62: 100; LOX IMVI: 99; BT-549: 104; T-47D: 111; UACC-257: 109; HS 578T: 103; MALME-3M: .; SK-MEL-2: 103
# OCC1OC(O)CC(O)C1O (configuration not stated) as listed: UACC-62: 104; LOX IMVI: 117; BT-549: 103; T-47D: 120; UACC-257: 108; HS 578T: 104; MALME-3M: 137; SK-MEL-2: 107

# Continued:
SMILES,UACC-62,LOX IMVI,BT-549,T-47D,UACC-257,HS 578T,MALME-3M,SK-MEL-2
CCOC(=O)c1cc2cccc(OC)c2oc1=O,90,104,89,106,98,121,115,75
O=Cc1c(OCc2cnnn2CC(=O)Nc2ccccc2Cl)ccc2ccccc12,92,98,95,90,88,97,86,107
C/C(=N/O)c1ccc(NC(=O)CSc2nnc(-c3ccc(-c4nc5ccccc5[nH]4)cc3)o2)cc1,94,97,95,79,116,99,74,106
Cc1ccc(CSc2nc3ccccc3c(=O)n2CCc2ccc(S(N)(=O)=O)cc2)cc1,90,94,110,89,109,91,99,103
O=C(NCCc1ccccc1)c1ccccc1,105,100,107,98,103,115,96,103
NC(=Nc1cccc2ccccc12)SCCSC(N)=Nc1cccc2ccccc12,68,97,97,81,101,100,103,86
COc1ccc(C(=O)/C=C/c2ccc3c(c2)OCO3)cc1S(=O)(=O)NNC(=O)c1ccncc1,98,87,103,95,97,100,107,107
N#CC(c1ccc(N)cc1)c1ccc(F)cc1 (configuration not stated),100,99,103,99,95,98,.,96
COc1ccc(C(OC(=O)C2CCc3cc(F)ccc3O2)C(=O)NC(C)(C)C)cc1 (configuration not stated),86,90,97,99,103,99,95,103
N=C(N)c1ccc(-c2ccc(-c3cccs3)o2)cc1,68,12,85,44,-47*,70,-72*,-7.1*
COc1cc(-c2nn(-c3ccc(Br)cc3)cc2CO)ccc1O,79,87,90,80,91,89,119,100
CCNS(=O)(=O)c1ccc(C)cc1,106,100,114,106,107,.,104,116
COc1cc2c(cc1OC)C1=NN(C(=O)Nc3ccc(C)cc3C)C(c3ccncc3)C1C2 (configuration not stated),97,92,93,92,109,.,106,93
Cc1ccc(-c2nc3ccc(C(=O)N=Nc4c(O)[nH]c5ccc(Br)cc45)cc3[nH]2)cc1,98,-28*,138,85,100,94,91,113
COc1cc(-c2nn(-c3cccc(NC(=O)Nc4ccc(Cl)c(C(F)(F)F)c4)c3)cc2-c2ccncc2)ccc1Cl,-44*,1.1*,7.2*,0.6*,-38*,2.2*,-15*,-58*
Cc1cccc(-c2nc(Nc3ccc(C)c(S(N)(=O)=O)c3)c3ccccc3n2)c1,43,-35*,76,29,76,53,47,52
COc1ccc2[nH]cc(C3(c4c[nH]c5ccc(OC)cc45)C(=O)Nc4ccccc43)c2c1,92,109,94,95,107,95,90,106
Cc1cccc(/C=N/N=C2\C(=O)Nc3ccc(F)cc32)c1,77,96,80,83,94,110,82,102
COc1ccc(-c2nc3ccccc3n2C(=O)/C=C/c2ccccc2)cc1,76,93,110,84,91,90,101,98
Cc1ccc(NC(=O)Nc2nc3ccc(OC(F)(F)F)cc3s2)cc1,99,102,.,97,116,103,111,112
CC(O)CN(CCO)CCN(CC(C)O)CC(C)O (configuration not stated),104,.,90,94,94,103,105,111
CC[C@H](Nc1ncnc2nc[nH]c12)c1nc2cccc(NCCCCCC(=O)NO)c2c(=O)n1-c1ccccc1,83,91,85,71,77,83,93,108
COC(=O)c1ccc2c(c1)nc(-c1cc3ccccc3[nH]c1=O)n2-c1cc(C(C)(C)C)[nH]n1,51,11,55,59,78,39,96,56
CC(=O)n1cc(/C=C2\N=C(c3ccccc3)N(c3ccc(S(=O)(=O)Nc4ccccn4)cc3)C2=O)c2ccccc21,79,89,84,75,105,80,108,102
CC(C)Sc1nc(Nc2ccccc2)c(C#N)c(-c2ccccc2)n1,78,96,98,81,98,95,77,93
C#CCOC(=O)/C=C/c1cn(-c2ccccc2)nc1-c1ccc(Br)cc1,96,102,97,88,93,98,109,91
CCOc1ccc(N2C(=O)CCSC2=S)cc1,92,97,108,104,99,105,96,102
Clc1ccc(N=Cc2ccccc2)cn1,.,73,88,78,114,100,.,119
Cc1cc2nc3c4cc(Cl)ccc4n(CCN(C)C)c3nc2cc1C,-71*,.,54,30,39,45,-46*,44
Cc1ccc(-c2nn(-c3ccccc3)cc2/C=C/c2nnc(-c3ccc(F)cc3)o2)cc1,.,100,92,87,.,97,100,118

# Four of the compounds above, field by field.
SMILES: Cc1cc2nc3c4cc(Cl)ccc4n(CCN(C)C)c3nc2cc1C
  UACC-62 = -71*
  LOX IMVI = .
  BT-549 = 54
  T-47D = 30
  UACC-257 = 39
  HS 578T = 45
  MALME-3M = -46*
  SK-MEL-2 = 44
SMILES: Clc1ccc(N=Cc2ccccc2)cn1
  UACC-62 = .
  LOX IMVI = 73
  BT-549 = 88
  T-47D = 78
  UACC-257 = 114
  HS 578T = 100
  MALME-3M = .
  SK-MEL-2 = 119
SMILES: CCOc1ccc(N2C(=O)CCSC2=S)cc1
  UACC-62 = 92
  LOX IMVI = 97
  BT-549 = 108
  T-47D = 104
  UACC-257 = 99
  HS 578T = 105
  MALME-3M = 96
  SK-MEL-2 = 102
SMILES: CC(C)Sc1nc(Nc2ccccc2)c(C#N)c(-c2ccccc2)n1
  UACC-62 = 78
  LOX IMVI = 96
  BT-549 = 98
  T-47D = 81
  UACC-257 = 98
  HS 578T = 95
  MALME-3M = 77
  SK-MEL-2 = 93

# Following part.
SMILES,UACC-62,LOX IMVI,BT-549,T-47D,UACC-257,HS 578T,MALME-3M,SK-MEL-2
CN1CCN(Cn2nc(-c3cc(F)c(Cl)cc3Cl)n(/N=C/c3ccc(N(C)C)cc3)c2=S)CC1,79,80,67,94,94,64,63,90
NC(=O)C(=O)NCCCCCC(=O)Nc1ccccc1,93,89,91,92,94,98,101,98
O=C1O[C@H](CO)[C@@H]2[C@H]1[C@H]2C(=O)c1cccs1,98,103,.,110,91,.,86,107
CC1(C)OC(=O)C(=Cc2ccc(C#N)cc2)C(=O)O1,117&101,103,103&109,102&86,96&72,104&99,99&110,94
CCCCC1CCCC12NC(=O)NC2=O (configuration not stated),94,89,95,92,112,112,100,100
COC(=O)CC[C@@H]1O[C@@H](c2cccc(C(F)(F)F)c2)C[C@H]1O,101,101,109,101,103,108,110,105
O=C(O)c1cn(C2CC2)c2cc(N3CCN(Cc4c(O)ccc5ccccc45)CC3)c(F)cc2c1=O,39,37,.,29,35,-6.6*,11,74
N#CC(C#N)N=Nc1ccc(C(=O)O)cc1,97,99,101,106,.,105,100,111
CC12CCC3C4(C)COC(c5ccccc5)OC4CCC3(C)C1CC(C1=CCOC1=O)O2 (configuration not stated),76,92,93,60,101,105,92,103
COC(=O)c1sc(-c2ccc(C)cc2)cc1O,97,101,107,102,115,101,98,99
CC(=O)N(NC(=O)c1ccccn1)C(C)=O,104,94,106,112,98,113,103,100
Clc1ccc(CNc2c3ccccc3nc3ccccc23)cc1,71,23,71,43,76,54,40,72
